# Bioassay records deposited in PubChem BioAssay by The Scripps Research Institute Molecular Screening Center.
# S1P3 antagonist = blocks the human S1P3 receptor; CHO S1P3 NFAT-BLA reporter, FRET fluorescence, antagonist mode; inhibition, % at 4.98 µM; 170,000 compounds, 0.27% hits;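 active = inhibition above the plate cutoff, the mean inhibition of test wells on that plate plus 3 SD, cut at about 28% in these data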;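 also: cells challenged with S1P at its EC80 of 0.8 µM; blue over green emission ratio from cleaved BLA substrate after 4 h stimulation; 0% = S1P-stimulated wells and 100% = unstimulated DMSO-only wells; some compounds past the cut are filed as inactive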
# Target sequence (Q99500 whole entry, looked up): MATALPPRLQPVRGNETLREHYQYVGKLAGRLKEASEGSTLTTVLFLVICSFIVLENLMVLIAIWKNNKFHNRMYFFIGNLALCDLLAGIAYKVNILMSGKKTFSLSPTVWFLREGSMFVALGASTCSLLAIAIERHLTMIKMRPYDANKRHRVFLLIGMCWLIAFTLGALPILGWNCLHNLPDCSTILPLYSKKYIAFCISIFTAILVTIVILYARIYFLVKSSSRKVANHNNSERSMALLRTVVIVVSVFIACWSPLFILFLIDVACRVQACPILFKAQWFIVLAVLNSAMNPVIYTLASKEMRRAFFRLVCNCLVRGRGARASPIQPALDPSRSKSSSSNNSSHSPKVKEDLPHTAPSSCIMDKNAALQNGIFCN
# The depositor's hits bear a star; & = joins results of further samples. Not all compounds are listed (hit frequency here may not be typical).
S1P3 antagonist	structure
5	CCOC(=O)c1nc(SC)n(C)c1C(=O)OCC
4	Cc1ccc(C(=O)Nc2ccc(CN3CCS(=O)(=O)CC3)cc2)cc1C
10	COCCCn1c(=O)/c(=C\c2ccccc2OC(F)F)s/c1=C(/C#N)C(=O)NCCOC
2	S=c1[nH]nc(-c2cc(-c3ccccc3)n[nH]2)n1/N=C/c1cccc(Cl)c1
-8	CCCCNC(=O)NCCN1CCOCC1
1	CC(=O)c1ccn(S(=O)(=O)c2ccc(Cl)cc2)c1
12	Cc1cccc(N(Cc2cc(=O)[nH]c3ccccc23)C(=O)C(C)C)c1
3	CC1(C)CC2(CCCN(CC(O)(c3ccccc3)c3ccccc3)C2)CCO1 (stereo not given)
17	COc1cccc(CNc2nc3ccc(C)cc3n3cnnc23)c1
-8	Clc1ccc(-c2nc(-c3cc4cc(Cl)ccc4o3)cs2)cc1
3	N=c1n(CC(=O)c2cccs2)c2ccccc2n1Cc1ccccc1
0	Cc1cc(C(=O)N/N=C/c2ccc([N+](=O)[O-])cc2)c2ccccc2n1
-2	C=CCOC(=O)/C(=C/c1cccnc1)NC(=O)c1ccccc1
7	Cc1ccc(C)c(C(=O)CN2Cc3ccccc3C2=O)c1
-16	NC(=O)c1cccnc1Oc1ccc(Cl)cc1
-8	COCCN1Cc2cccc(C(=O)Nc3ccc(S(=O)(=O)N4CCCCCC4)cc3)c2C1=O
2	COc1ccc(CC(=O)O/N=C(\N)c2ccc(C)cc2)cc1
-11	CS(=O)(=O)c1[nH]nc(-c2ccccc2)c1C#N
-2	CCc1ccc(/C=N/NC(=O)c2ccccn2)cc1
2	Cc1nn2c(NCCN(C)C)c3c(nc2c1-c1ccccc1)CCC3
-4	CC(=O)Nc1ccc(S(=O)(=O)Nc2ccc(C(=O)NCC(=O)O)cc2)cc1
-7	Cc1ccc(C(=O)C[n+]2cc(Br)cc(Br)c2)cc1
3	Cn1nc(C2CC2)cc1NC(=O)CC(CC(=O)O)c1ccccc1 (stereo not given)
4	O=C(O)COc1ccccc1/C=N/NC(=O)CSc1nnc(SCc2ccc(Cl)cc2)s1
-7	O=C(Nc1nnc(COc2ccc(Br)cc2)s1)c1ccco1
-1	COc1ccc(/C=N/n2nnnc2N)cc1OC
-11	CN1C(=O)/C(=C/c2coc3ccc(O)cc3c2=O)SC1=S
6	CCOCCn1c(CN2CCCC(C)C2)nc2c1c(=O)n(C)c(=O)n2C (stereo not given)
-15	COCCOC(=O)C(CC(=O)O)NCc1ccco1 (stereo not given)
-6	O=C(Cc1cccs1)N/N=C/c1ccccn1

# Carrying on:
S1P3 antagonist	structure
-2	CCOC(=O)C(=O)Cc1nc2ccccc2s1
-2	OCC1C2c3ccccc3C(c3ccccc32)C1CO (stereo not given)
14	CC(C)NCC(O)COCCOc1ccc(Cl)cc1 (stereo not given)
-10	NC(=S)N/N=C/c1ccccc1O
-12	CNc1nc(C)c(C(C)(C)C)s1
-45	COc1ccc(OC)c(C2/C(=C(\O)c3c(C)nc4ccccn34)C(=O)C(=O)N2CCCN(C)C)c1 (stereo not given)
0	COc1ccc(/C(C)=N/N2CCOCC2)c(O)c1
-18	CN1CCN(c2ccccc2/C=N/NC(=O)c2cccnc2)CC1
5	COc1ccc(/C=C/C(=O)O)cc1S(=O)(=O)Nc1ccc2c(c1)OCO2
-9	C=CCn1c(-c2ccc3ncccc3c2)n[nH]c1=S
-5	COc1ccc2c(c1)C(=C(C#N)C#N)C(=O)N2CCc1ccccc1
-1	O=C(NCc1ccc2c(c1)OCO2)Nc1cccc2ccccc12
-2	COc1ccc(/C=N/Nc2cc(C)nc(N3CCOCC3)n2)cc1
6	Cc1ccccc1/C=N/Nc1ncnc2nc[nH]c12
-1	Cc1ccc(O)c(CNc2ccc(S(=O)(=O)Nc3nccs3)cc2)c1
9	Cc1ncc(CN2CCC(CO)(CCOc3ccccc3)CC2)s1
-9	COc1ccc(NC(=O)CC2C(=O)NCCN2C(=O)c2ccc(Cl)cc2)cc1 (stereo not given)
-6	O=C(CSc1nc2ncccc2[nH]1)c1ccc2c(c1)OCO2
-2	COc1ccc(-c2nnnn2C(C)C)cc1S(=O)(=O)Nc1ccccc1
-8	O=C(CCCN1C(=O)c2ccccc2C1=O)Nc1nc2ccccc2[nH]1
-3	CN(C)c1c(-c2ccccc2)cc(-c2ccccc2)[nH]c1=O
-9	O=[N+]([O-])c1ccc(Sc2ncc3ccccn23)nc1
-2	CCCCOC(=O)c1ccc(NC(=O)C(=O)NCCN(C)C)cc1
9	CC(C)(C)c1ccc(C2=NC(=O)C(CC(=O)O)S2)cc1 (stereo not given)
-4	COc1ccc(/C(C#N)=C/c2cccnc2)cc1
-8	CC(C)(C)c1ccc(NNC(=O)C2CCC2)cc1
-6	CC(=O)CCc1oc2ccc(C)cc2c1-c1ccccc1
0	Cc1cccc(OCc2nc(C#N)c(N3CCCC3)o2)c1
-17	COc1ccc(CCNC(=O)C(Sc2ccccn2)c2ccccc2)cc1OC (stereo not given)
-8	Cn1ccc(=Nc2ccc(NC(=O)c3ccc(N=c4ccn(C)c5ccc([N+](=O)[O-])cc45)cc3)cc2)cc1

# Remaining list, next part.
S1P3 antagonist	structure
-2	CCCNc1nc(Cl)nc(NCc2cccnc2)n1
5	CC(=O)c1sc2nsc(SCCN3CCOCC3)c2c1N
20	Cc1cc(C)cc(Nc2ncnc3nc[nH]c23)c1
-8	Cc1nc2c(c(=O)c3ccccc3n2C)c(=O)n1C1CCCCCC1
17	COc1ccc(NC(=S)Nc2cc(C)[nH]n2)cc1Cl
-8	Cn1nc(C(C)(C)C)cc1NC(=O)Nc1ccc(Cl)cc1
-6	COc1ccc(-n2c(SCC(=O)N3CCCC3)nc3c([nH]c4ccccc43)c2=O)cc1
-15	Cc1ccc(N2C(=O)CSC2c2cccnc2)c(Cl)c1 (stereo not given)
-8	CCc1ncc(/C=C2\C(=O)Nc3ccccc32)[nH]1
-10	CCOc1ccc(-c2csc(NC(=O)c3cccc(N4C(=O)CCC4=O)c3)n2)cc1
-7	CN1CCN(S(=O)(=O)CC2(C)C3CCC2(C)C(=O)C3Br)CC1 (stereo not given)
-55	O=C(NC1CCCc2ccccc21)C1CCN(c2c(N3CCCC3)c(=O)c2=O)CC1 (stereo not given)
4	O=C(CSc1nnc(SCc2ccc(Cl)cc2)s1)N/N=C/c1ccc(C(=O)O)cc1
1	COc1ccc(C(CNC(=O)COc2ccc(-c3ccccc3)cc2)N2CCOCC2)cc1 (stereo not given)
6	O=C(Nc1ccccc1)Nc1nnc(COc2ccccc2F)s1
3	COc1ccccc1NC(=S)NC(C)C(c1cccs1)N1CCOCC1 (stereo not given)
3	NC(=O)C(C(=O)/C=C/c1ccc(Cl)cc1)=C1SCCS1
-18	CCN(CC)C(=O)Oc1ccc(Br)cc1C(=O)Nc1ccc(F)cc1F
13	CN(C)S(=O)(=O)c1ccc(NC(=O)CN2CCc3ccccc32)cc1
-3	O=C(CCNS(=O)(=O)c1ccc(Cl)cc1)OCC(=O)c1ccc[nH]1
-2	CCCCCC(=O)OC(CN1CCCCCC1)CN1CCCC1=O (stereo not given)
7	CNC(=O)CSc1nnc(-c2ccccn2)n1Cc1ccco1
-4	CC1CCc2c(sc(NC(=O)c3noc4c3CCCC4)c2C(N)=O)C1 (stereo not given)
-1	Cc1cc(/C(N)=N/OC(=O)c2ccc(Cl)cc2)no1
2	Cc1cc(-c2nnc(-c3cccc(C(F)(F)F)c3)o2)no1
-6	COc1ccc(Nc2nc(N)c([N+](=O)[O-])c(NCCO)n2)cc1
8	O=[N+]([O-])c1ccc(C(O)C(CO)NC(=S)Nc2ccccc2)cc1 (stereo not given)
11	CCOC(=O)N1CCN(c2ncnc3c2oc2nc(CC(C)C)c4c(c23)CCC4)CC1
-19	O=C(Nc1nc2ccsc2c(=O)s1)c1ccc(F)cc1
4	Cc1ccc(Nc2cc(-c3ccccc3)nc3ncnn23)cc1

# Part of the list above, set out differently:
smiles | S1P3 antagonist
NC(=S)N/N=C/c1ccccc1O | -10
CNc1nc(C)c(C(C)(C)C)s1 | -12
COc1ccc(OC)c(C2/C(=C(\O)c3c(C)nc4ccccn34)C(=O)C(=O)N2CCCN(C)C)c1 (stereo not given) | -45
COc1ccc(/C(C)=N/N2CCOCC2)c(O)c1 | 0
CN1CCN(c2ccccc2/C=N/NC(=O)c2cccnc2)CC1 | -18
COc1ccc(/C=C/C(=O)O)cc1S(=O)(=O)Nc1ccc2c(c1)OCO2 | 5
C=CCn1c(-c2ccc3ncccc3c2)n[nH]c1=S | -9
COc1ccc2c(c1)C(=C(C#N)C#N)C(=O)N2CCc1ccccc1 | -5

# The list continues.
S1P3 antagonist	structure
-3	CC(=O)Nc1ccc(S(=O)(=O)Nc2cc(-c3ccccc3)nn2C)cc1
-35	COc1ccc(-c2cn3c(C)c(C(=O)N4CCN(c5ccccc5)CC4)sc3n2)cc1
1	CCC(=O)N/C(N)=N/c1nc(C)c2cc(C)c(C)cc2n1
0	COc1cc(OC)c(OC)cc1CN1CCN(c2ccc(F)cc2)CC1
0	O=S(=O)([N-]c1nc2ccccc2nc1-n1cc[n+](Cc2ccccc2)c1)c1ccc(Br)cc1
0	COc1ccc(/C=C/C(=O)O)cc1S(=O)(=O)NCc1ccccc1
2	Cc1cc(=O)oc(C)c1C(=O)Nc1ccccc1F
14	COc1ccc([N+](=O)[O-])cc1N(CC(O)CN(CC(C)C)CC(C)C)S(=O)(=O)c1ccc(C)cc1 (stereo not given)
0	Cc1cccc(C)c1NC(=O)NCc1ccco1
0	C/C(=N\OC(=O)Nc1ccccc1)c1cnn(-c2cc(C(F)(F)F)cc(C)n2)c1C
-4	Cc1cc(Nc2ccccc2C(=O)O)n(-c2ccc([N+](=O)[O-])cc2)n1
1	Cc1nn(-c2ccccc2)c(Cl)c1/C=N/NC(=O)CCNc1n[nH]c(=O)[nH]c1=O
0	O=C(Nc1ccc2c(c1)OCO2)c1n[nH]c(=O)c2ccccc12
12	CC(C)c1ccc(Nc2nnns2)cc1
-5	Cc1cccc(NNC(=O)c2c(F)cccc2Cl)c1
18	CNS(=O)(=O)c1cc(Br)ccc1S(=O)c1ccccc1C(=O)O (stereo not given)
0	Cc1c(CC(=O)O)c(=O)oc2c(C)c(OCc3nn[nH]n3)ccc12
-17	CCOC(=O)c1ccc(CNC(=O)c2cc3cccc(OC)c3oc2=O)o1
2	N#CC(c1nc2ccccc2nc1N1CCOCC1)S(=O)(=O)c1ccccc1 (stereo not given)
-3	CCCc1cc(=O)oc2c(C)c(OCc3nn[nH]n3)ccc12
-3	CCC(C)[C@H](NC(=O)NCc1ccc(S(N)(=O)=O)cc1)C(=O)O (stereo not given in full)
17	CC1CCC(C(C)C)C(OC(=O)Cn2nnc3c(cnn3-c3ccccc3)c2=O)C1 (stereo not given)
-4	Cc1c(O)c2ccccc2oc1=O
4	CCCCCC(=O)N1CC2(CC)CN(C(=O)CCCCC)CC(CC)(C1)C2=O
5	COc1ccc(NC(=O)C2=NNC(=O)CC2)cc1S(=O)(=O)N1CCCCC1
-13	CCN1CCN(C(CNS(=O)(=O)c2cccs2)c2cccnc2)CC1 (stereo not given)
-2	CCN(C(=O)c1cc2c(=O)[nH]c3ccc(C)cc3c2s1)c1ccccc1F
4	COc1ccc(/C=N/NC(=O)c2ccc(Br)cc2)cc1CN1CCOCC1
-1	O=C1CCCc2oc3c(cc(NS(=O)(=O)c4ccc5c6c(cccc46)C(=O)N5)c4ccccc43)c21
-20	Nc1c(C(=O)Nc2ccccc2)c2nc3ccccc3nc2n1CCCN1CCOCC1

# In the list so far, these contain a tert-butyl group.
S1P3 antagonist	structure
-12	CNc1nc(C)c(C(C)(C)C)s1
9	CC(C)(C)c1ccc(C2=NC(=O)C(CC(=O)O)S2)cc1 (stereo not given)
-8	CC(C)(C)c1ccc(NNC(=O)C2CCC2)cc1
-8	Cn1nc(C(C)(C)C)cc1NC(=O)Nc1ccc(Cl)cc1

# The list continues:
S1P3 antagonist	structure
-10	COc1cccc2c1c(NC(=O)c1cc(C)on1)nn2C
21	CCOc1ccccc1NC(=O)Nc1cccc(S(N)(=O)=O)c1
-4	CC(C)Oc1nc(-c2ccc(Cl)cc2)nc2ccccc12
-5	CCOC(=O)c1cc(/C(C)=N/OC(=O)c2ccc(C(C)(C)C)cc2)on1
2	O=C(c1[nH]ncc1-c1ccc(Cl)cc1)C1CO1 (stereo not given)
9&6	O=C(O)c1ncc(Cl)c(Cl)c1Cl
-3	CCCCNC(=O)c1cc(C)nc2ccccc12
-7	CCN(CC)C(=O)CSc1nnc2nnc3cc(C)ccc3n12
0	COc1ccc(/C=N/NC(=O)c2cc(C3CC3)[nH]n2)cc1OC
-5	Cc1n[nH]c(C)c1CCC(=O)N/N=C/c1cccs1
0	Cc1cccn2c(CNC3CCCc4ccccc43)c(C(=O)N3CCOCC3)nc12 (stereo not given)
-10	Cc1cccc(NC(=O)c2cc(Cl)nc3ccccc23)n1
2	CC1CCCC(NC(=O)C2CCC(CNc3c(N4CCCC4)c(=O)c3=O)CC2)C1C (stereo not given)
-3	COCc1ccc(CN2CCCC(CO)(Cc3cccc(OC)c3)C2)o1 (stereo not given)
-9	COc1cc(/C=C/C(=O)O)cc(S(=O)(=O)Nc2cc(Cl)c(Cl)cc2Cl)c1OC
-14	COC(=O)c1cnn(-c2ccc(Cl)cc2)c1/C=N/NC(N)=S
-17	CCOC(=O)c1cc(-c2csc(COc3ccccc3)n2)on1
1	CCC(=O)N(C)CCc1cc2c(c(OC)c1/C=N/NC(=O)c1ccncc1)OCO2
-12	CC(=O)c1nnn(-c2c(F)cccc2F)c1C
-10	OCCCCc1nccc2c1[nH]c1ccccc12
2	CCCCOc1nc2c(c(=O)n(C)c(=O)n2C)n1C

# Arranged by the number under S1P3 antagonist (largest number first): three of the compounds above
canonical_smiles | S1P3 antagonist
COc1cccc(CNc2nc3ccc(C)cc3n3cnnc23)c1 | 17
O=C(CCCN1C(=O)c2ccccc2C1=O)Nc1nc2ccccc2[nH]1 | -8
CN1CCN(c2ccccc2/C=N/NC(=O)c2cccnc2)CC1 | -18
